Kir21 block – Kir2.1 (mouse) channel inhibition; HEK293-Kir2.1, FluxOR thallium flux fluorescence; hits give low values; AID 1672; B-score at 10 µM; 310,000 tested, 0.85% active; P35561;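 active = fluorescence ratio B-score at or below minus 3 SD of library scores, with starting-brightness B-score within 2 SD, cut at about -4.2 in these data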;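 also: channel flux triggered by added potassium and thallium sulfate stimulus; B-score of peak minus minimum fluorescence over baseline after thallium stimulus; more negative B-score means stronger Kir2.1 block with less thallium influx; some compounds called inactive have numbers as strong as hits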
Target sequence (P35561 whole entry, looked up): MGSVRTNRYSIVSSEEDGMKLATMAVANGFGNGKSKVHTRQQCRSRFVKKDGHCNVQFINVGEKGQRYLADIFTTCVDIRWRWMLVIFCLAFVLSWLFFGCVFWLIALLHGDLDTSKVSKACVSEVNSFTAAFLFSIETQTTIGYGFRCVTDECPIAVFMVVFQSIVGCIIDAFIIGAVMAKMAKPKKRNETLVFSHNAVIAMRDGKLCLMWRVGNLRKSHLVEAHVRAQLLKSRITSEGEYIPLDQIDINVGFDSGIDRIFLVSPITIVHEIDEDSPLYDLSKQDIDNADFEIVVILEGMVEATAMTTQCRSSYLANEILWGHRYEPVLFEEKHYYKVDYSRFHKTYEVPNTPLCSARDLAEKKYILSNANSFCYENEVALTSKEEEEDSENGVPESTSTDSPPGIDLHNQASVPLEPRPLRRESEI
CHT block – inhibitors of human choline transporter CHT; 310,000 tested, 0.86% active; B-score at 10 µM; CHT-expressing cells, membrane potential dye, choline response; hits give low values;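 active = B-score over 3 SD under the library average, and starting fluorescence ratio not unusually high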;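 also: choline stimulus applied at its EC90 after an EC20 pre-addition; B-score computed on integrated fluorescence ratio after choline addition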
Target sequence (Q9GZV3 whole entry, looked up): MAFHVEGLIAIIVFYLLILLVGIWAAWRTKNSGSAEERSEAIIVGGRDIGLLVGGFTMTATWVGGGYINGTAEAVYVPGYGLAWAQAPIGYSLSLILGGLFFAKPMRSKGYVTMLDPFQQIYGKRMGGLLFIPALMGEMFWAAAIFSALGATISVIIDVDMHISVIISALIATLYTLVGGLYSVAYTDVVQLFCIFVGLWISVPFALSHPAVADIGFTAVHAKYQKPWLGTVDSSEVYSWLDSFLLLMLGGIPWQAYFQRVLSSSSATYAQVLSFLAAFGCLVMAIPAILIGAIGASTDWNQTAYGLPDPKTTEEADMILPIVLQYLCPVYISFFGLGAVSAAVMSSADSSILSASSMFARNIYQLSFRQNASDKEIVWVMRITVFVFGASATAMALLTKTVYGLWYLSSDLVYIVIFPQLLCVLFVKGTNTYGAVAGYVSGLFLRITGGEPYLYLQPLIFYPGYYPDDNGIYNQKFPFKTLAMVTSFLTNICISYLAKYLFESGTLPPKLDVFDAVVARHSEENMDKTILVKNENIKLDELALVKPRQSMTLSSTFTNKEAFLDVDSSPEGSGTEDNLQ
* marks the source's active call; other numbers are inactive results; i = inactive; nt = not tested or not shown.

Values run as follows: Kir21 block, CHT block
CCn1c(SCC(=O)N2c3ccccc3CC2C)nnc1-c1ccco1 (stereo not given)
    -2.4, i
COC(=O)c1ccc(N/C=C\C(=O)c2ccc3c(c2)OCO3)cc1
    -0.3, i
Cc1cccc(NC(=S)N(CCCN2CCOCC2)C(C)c2cc3ccccc3o2)c1 (stereo not given)
    -0.07, i
CSc1nc(C(=O)N2CCCC(C(=O)c3ccc(Cl)cc3)C2)cs1 (stereo not given)
    -3.4, i
COc1ccc2[nH]c3c(=O)n(CCCC(=O)NC4CCCCC4C)c(=S)[nH]c3c2c1 (stereo not given)
    0.24, i
CC(OC(=O)c1ccc2ccccc2n1)C(=O)Nc1ccc(N2CCOCC2)cc1 (stereo not given)
    0.02, i
CCc1ccc(C2CC(c3ccco3)=NN2S(C)(=O)=O)cc1 (stereo not given)
    2.3, i
COc1ccc(NC(=O)Nc2ccc(C(=O)N3CCOCC3)cc2)c(OC)c1
    0.73, i
CCCCc1nc2sc3c(=O)n(N)cnc3c2c2c1CCC2
    -0.04, i
COc1ccc(NC(=O)NCc2ccco2)cc1OC
    2.5, i
CC1(C)CC(=O)C(C=NCc2cccnc2)=C(O)C1
    -0.12, i
COc1cccc(CC(=O)OCC(=O)NC2CCCCCC2)c1
    -4, i
CCCCn1c(N)c(N(CCOC)C(=O)C(C)N2C(=O)c3ccccc3C2=O)c(=O)[nH]c1=O (stereo not given)
    -1.3, i
O=C(CSc1n[nH]c(-c2cc(Cl)ccc2Cl)n1)NCCN1C(=O)CSC1=O
    -0.16, i
C#CCOCCOCCOCCNc1nc(N2CCN(C(=O)[C@H](CCC(=O)O)n3cc(C(N)CO)nn3)CC2)nc(N2CCN(C(=O)[C@H](CCCCN)n3cc(C(N)CC(C)C)nn3)CC2)n1 (stereo not given in full)
    -0.04, nt
CCOc1ccc(CN2CCC(n3nccc3NC(=O)c3ccccc3OC)CC2)cc1
    1.2, i
COc1ccc(Cl)cc1N(CC(=O)Nc1ccccc1C(=O)NCc1ccco1)S(C)(=O)=O
    -0.03, i
C=CCN1C(=O)C(Cc2ccccc2)SC1=Nc1ccc(C(=O)O)cc1 (stereo not given)
    0.5, i
CCOP(=O)(c1ccccc1Cl)C1(O)CCCCC1 (stereo not given)
    -0.55, i
Cc1ccc(C)c(-n2nnnc2SCC(=O)c2ccc3c(c2)NC(=O)CO3)c1
    -1.1, i
CN=C(NC#N)NCCSCc1nc[nH]c1C
    1.6, i
CCOC(=O)c1c(NC(=O)CCl)sc(CN(C)C)c1-c1ccccc1
    -2.3, i
COc1ccc(Cl)cc1C(=O)Nc1ccncc1
    0.31, i
C/C=C\C(=O)Nc1cccc(C2=NOC3(C2)C[C@H](C(N)=O)N(C(=O)/C=C/CC)C3)c1 (stereo not given in full)
    0.27, i
FC(F)(F)c1cc(-c2cccs2)nc(NCc2ccco2)n1
    0.76, i
COc1ccc(OCC(=O)NC(=S)N2CCCc3ccccc32)cc1
    -0.33, i
CN(C)N1C(=O)CC(C)(c2ccc([N+](=O)[O-])cc2)C1=O (stereo not given)
    0.5, i
CC(C)c1onc(C(=O)Nc2cccnc2Cl)c1[N+](=O)[O-]
    3.5, i
Cc1cc2ncc(S(C)(=O)=O)c(N)n2n1
    2, i
COc1ccc(NC(=S)Nc2cccc(S(=O)(=O)N3CCCCC3)c2)cc1
    -0.54, i
CCCCCOCC(O)CCC(=O)NN (stereo not given)
    1.2, i
CCc1cccc(C)c1NC(=O)COC(=O)C1CCN(S(=O)(=O)c2ccccc2)CC1
    0.41, i
Cc1ccc(C(=O)NC2CC(C)(C)NC(C)(C)C2)cc1Cl
    -0.85, i
Cc1ccc(/C=C2\SC(=S)N(CCC(=O)N3CCCCC3)C2=O)cc1
    -0.54, i
CCC1(CC)C(=O)NC(=O)NC1=Nc1ccccc1
    -0.51, i
CCC(C)C(NC=C1C(=O)OC(C)(C)OC1=O)C(=O)O (stereo not given)
    0.42, i
COc1cc(NC(C)=O)c2ncccc2c1[N+](=O)[O-]
    0.24, i
CN(Cc1ccccc1)C(=O)c1cc(=O)[nH]c2ccccc12
    0.86, i
Cn1c(SCc2ccccc2Cl)nc2ccccc21
    1.4, i
O=C(CSc1nnc(-c2ccncc2)n1CCc1ccccc1)NCc1ccccc1
    0.23, i

Next part:
SMILES	Kir21 block	CHT block
O=C(/C=C/c1ccc(Br)cc1)c1ccc(NC2=NCCCS2)cc1	-0.35	i
O=C1CCC(C(=O)Nc2cccc(C(F)(F)F)c2)N1 (stereo not given)	-0.12	i
Cc1ccc(C(=O)N2CCC3(CC2)NCCc2[nH]cnc23)cc1	1.3	i
Cc1c(Cl)c([N+](=O)[O-])nn1Cc1ccc(C(=O)N/N=C\c2ccccn2)o1	nt	i
CCOc1ccccc1OCC(=O)Nc1ccc(S(=O)(=O)Nc2ncccn2)cc1	-0.01	i
Cc1c(C#N)c2ncnc(-c3ccccc3)c2n1-c1ccccc1	-1.1	i
Cn1c(/C(C#N)=C(\O)c2ccc([N+](=O)[O-])s2)nc2ccccc21	-1.4	i
CCc1ccc(NC(=O)C2CCN(S(=O)(=O)c3c(C)noc3C)CC2)cc1	1.1	i

Grouped by structure, the entries above containing a CF3 group
SMILES	Kir21 block	CHT block
FC(F)(F)c1cc(-c2cccs2)nc(NCc2ccco2)n1	0.76	i
O=C1CCC(C(=O)Nc2cccc(C(F)(F)F)c2)N1 (stereo not given)	-0.12	i

Further records:
SMILES	Kir21 block	CHT block
CC1=CC(=O)CC2C1(C)CCC(C)C2(C)CCC(C)CC(=O)O (stereo not given)	-0.01	i
Cc1ccc(OCC(=O)N(Cc2ccccc2)C2CCS(=O)(=O)C2)c([N+](=O)[O-])n1 (stereo not given)	0.99	i
Cc1cc(OC(C(=O)O)c2ccccc2)c2c(C)c(Cc3ccccc3)c(=O)oc2c1 (stereo not given)	-0.56	i
CN(NS(=O)(=O)c1ccccc1)c1nc2ccccc2nc1C(F)(F)F	-3.4	i
CNC(=S)NC(CC(=O)OC)c1ccc2c(c1)OCO2 (stereo not given)	-0.81	i
COC(=O)C1=C(C)Nc2ncnn2C1c1cccnc1 (stereo not given)	0.85	i
Fc1ccccc1/C=N/n1c(C2CCCCC2)n[nH]c1=S	2.4	i
CC(C)Oc1ccc(C(CC(=O)O)NC(=O)C(Sc2ccccc2)c2ccccc2)cc1 (stereo not given)	2.5	i
COc1ccc(C2N(C(=O)CN3CCCC3)CCCN2S(=O)(=O)c2ccccc2)cc1 (stereo not given)	-0.12	i
CCOC(=O)NC(=O)/C(C#N)=C\c1ccccc1	-0.48	i
Cc1ccc(C(=O)NNC(=O)C(C)Oc2ccc3ccccc3c2)o1 (stereo not given)	0.32	i
CCOC(=O)c1cc(-c2ccccc2)n(CCC(=O)NC(C)CC)c1C (stereo not given)	-0.69	i
O=C(Cn1c2ccccc2c2nc3n(c(=O)c21)CCS3)Nc1ccccc1C(F)(F)F	0	i
O=C(CSc1ccc(F)cc1)Nc1ccccc1N1CCOCC1	-13*	i
CCN(CC)c1ccc(C=C2C(=O)OC(c3ccccc3)OC2=O)cc1 (stereo not given)	-0.16	i
CC(=O)Nc1cccc(/C(C)=N/N2C(C)CCCC2C)c1 (stereo not given)	-1.9	i
CCCCCCc1nc2ccccc2c(=O)n1NC(=O)c1c(O)c2c(n(CC(C)C)c1=O)CCCC2	0.1	i
COc1ccc(NC(=S)NCCc2ccccc2)c(C)c1	-0.65	i
COc1cc(C)ccc1NC(=O)c1ccc(S(=O)(=O)N2CCOCC2)cc1	2.9	i
Cn1c(CC(=O)Nc2ccccc2)nnc1SCC(=O)Nc1ccc(N2CCOCC2)cc1	1.2	i
COc1ccc(CCN(C)C(=S)Nc2cccc(C)c2)cc1OC	-1.9	i
NS(=O)(=O)c1cccc(NC(=O)CCC(=O)c2cccs2)c1	0.01	i
COc1ccc(-c2nc(-c3ccc(C(=O)O)cc3)no2)cc1	0.88	i
CC(C)Cc1nc(SCC(=O)N2CCCC2)c2c(=O)n(C)c(=O)n(C)c2n1	-0.05	i
CCO[C@H]1OC(C(N)=O)=C[C@@H](c2ccc(Br)cc2)[C@@H]1CCCO	0.4	i
COc1ccc(S(=O)(=O)N2CCN(c3ccccc3)CC2)cc1	1.5	i
CCOC(=O)c1cnn(-c2nc(SC)nc3sc4c(c23)CCCC4)c1N	3.4	i
COc1ccccc1N1CCN(CCc2n[nH]c(=S)n2-c2ccccc2)CC1	-1.3	i
Cc1ccc(S(=O)(=O)NCCCNC(=O)c2ccccc2)cc1	-1.6	i
CCn1c(C(=O)OC)cc2c1ccn2-c1ccc(F)cc1	1.2	i
CCOC(=O)c1c(-c2ccc(C)o2)csc1NC(=O)CSc1ncn[nH]1	-2.2	i
CCOC(=O)CCC(=O)NNC(=O)c1ccc(NC(=O)c2ccccc2)cc1	0.12	i

Full records from above. Values in the order: Kir21 block	CHT block
COc1ccccc1N1CCN(CCc2n[nH]c(=S)n2-c2ccccc2)CC1 is listed with -1.3	i
Cc1ccc(S(=O)(=O)NCCCNC(=O)c2ccccc2)cc1 is listed with -1.6	i
COc1ccc(S(=O)(=O)N2CCN(c3ccccc3)CC2)cc1 is listed with 1.5	i
CCOC(=O)c1c(-c2ccc(C)o2)csc1NC(=O)CSc1ncn[nH]1 is listed with -2.2	i
CCOC(=O)c1cnn(-c2nc(SC)nc3sc4c(c23)CCCC4)c1N is listed with 3.4	i

Going on with the list:
SMILES	Kir21 block	CHT block
O=C(Cc1cccs1)Nc1ccccn1	1.5	i
O=C(CSc1ccc(F)cc1)Nc1nnc(-c2ccco2)o1	3.5	i
COCCn1c(SC)nnc1-c1c[nH]c2ccccc12	-0.46	i
O=C(Nc1cc(-c2nn(CC(=O)N3CCCCC3)c(=O)c3ccccc23)ccc1N1CCOCC1)c1ccc(Cl)cc1	0.55	i
O=C(Cc1ccc(F)cc1)N/N=C/c1ccccn1	0.25	i
CCC(Oc1ccc2c(=O)c(-c3ccccc3OC)coc2c1)C(=O)OCc1ccccc1 (stereo not given)	-1.8	i
CC(C)[C@H](NC(=O)C1CCN(S(=O)(=O)c2ccc(F)cc2)CC1)C(=O)NCc1ccncc1	1.7	i
O=c1[nH]cnc2c1ncn2Cc1ccc([N+](=O)[O-])cc1	0.57	i

Brought forward from above: 3 compounds; new compounds follow.
SMILES	Kir21 block	CHT block
CCC(Oc1ccc2c(=O)c(-c3ccccc3OC)coc2c1)C(=O)OCc1ccccc1 (stereo not given)	-1.8	i
CC(C)[C@H](NC(=O)C1CCN(S(=O)(=O)c2ccc(F)cc2)CC1)C(=O)NCc1ccncc1	1.7	i
O=c1[nH]cnc2c1ncn2Cc1ccc([N+](=O)[O-])cc1	0.57	i
CC(=O)c1ccc(NS(=O)(=O)c2ccc(N/C=C/C(=O)c3ccc(F)cc3)cc2)cc1	0.41	i
CC(=O)N1CCOc2ccc(S(=O)(=O)NCC3CCC(C(=O)Nc4ccc(C)cn4)CC3)cc21 (stereo not given)	-0.18	i
COC(=O)CN1C2(C#N)CCCCC2CC2CCCCC21C#N (stereo not given)	-0.03	i
O=C(C1=C[C@H](c2coc3ccccc3c2=O)C[C@H](OCCCCO)O1)N1CCN(Cc2ccc3c(c2)OCO3)CC1	0.28	i
Cc1c(-n2c(=O)n(Cc3ccccc3)c(=O)c3[nH]cnc32)cccc1S(C)=O (stereo not given)	0.98	i
CCOC(=O)CC1=NS(=O)(=O)c2ccccc2N1	0	i
CC(C)CNC(=O)c1cccc(NC(=O)c2ccc(Cl)c([N+](=O)[O-])c2)c1	-0.64	i
Cc1cc(N2CC(C(=O)NCc3cccs3)CC2=O)ccc1C(C)C (stereo not given)	-0.04	i
COc1ccc(CNC(=O)CSc2nc(SC)ns2)cc1	-0.37	i
C=CCNC(=S)N1CCN(CCN=CC2=C(O)CC(c3cccs3)CC2=O)CC1 (stereo not given)	-3.1	i
COc1ccc(N2CC(C(=O)NCc3ccco3)CC2=O)cc1 (stereo not given)	-2.5	i
Cc1cc(C)n2nc(N)c(N=Nc3ccc4c(c3)OCO4)c2n1	-0.41	i
CCOC(=O)CC(=O)c1[nH]c(C)c(C(=O)OCC)c1C	0.39	i
CSc1oc(-c2ccco2)nc1S(=O)(=O)c1ccc(Br)cc1	1.4	i
Cn1nc(C(=O)Nc2nc3ccccc3[nH]2)c2ccccc2c1=O	0.15	i
C=CCn1c(O)c(N=NC(=O)CNC(=O)Cc2ccccc2)c2ccccc21	-0.47	i
CCOc1ccc(Br)cc1/C(C)=N\NC1=NCCN1	-4.1	i
COC(=O)C1CCCCN1C(=O)c1ccc(OC2CCN(C(C)=O)CC2)c(OC)c1 (stereo not given)	-1.1	i
COc1ccc(N(C)C(=O)Nc2ccc3nsnc3c2)cc1	-0.04	nt
CN(C)C=Nc1ccc2nc3c(cc2c1)[nH]c1ccccc13	2.5	i
Cc1cccc(C)c1NC(=O)CN(C)C(=O)CN1C(=O)NC2(CCCC2)C1=O	-2.3	i
COc1cc2c(cc1OC)C(c1cc3cc(OC)c(OC)cc3[nH]c1=O)N(C(=O)C1CC1)CC2 (stereo not given)	nt	i
CCO[C@@H]1OC(C(=O)NCc2ccccc2)=C[C@H](C(C)(C)C)[C@H]1CCCO	1.2	i

Compounds were not picked by outcome; any-hit rate near 1.6%.
